Bioassay records as filed in PubChem.
DT40 TDP1 no CPT = qHTS for Inhibitors of human tyrosyl-DNA phosphodiesterase 1 (TDP1): qHTS in cells in absence of CPT. DT40 Tdp1-/- hTDP1 cells, no CPT, ATP luminescence, 48 h. Potency, µM (titrated, usually from 46.2 µM), for the others: top-dose activity change, negative = growth inhibition, hits mostly inhibitors. hit rate 15% among 420,000; active = well fitted inhibition curve with a large enough effect; inconclusive = small, poorly fitted or top-dose-only effect; note: nearly all actives have a fitted effect of over 55% in size
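Seeded 400 DT40-hTDP1 cells/well (vehicle DMSO, no 20 nM CPT); pinned compounds; ≥48 hr at 37 °C; CellTiter-Glo luminescence as viability measure.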
* marks the source's active call; other numbers are inactive results; ? = inconclusive. % is set by controls: 0 for no effect and ±100 for the full control effect; potency is the fitted concentration of half-maximal effect. Some of the compounds tested (hit frequency here may not be typical).

mol	DT40 TDP1 no CPT
O=C(c1cccnc1)C1CCCN(Cc2ccc3c(c2)CN(C(=O)c2cn4ccccc4n2)CCO3)C1 (centres undefined)	?
CC1CN(CC(=O)NCC2(N3CCOCC3)CCCC2)Cc2cc(Cl)ccc2O1 (centres undefined)	?
COCCNC(=O)C1(C)CCN(C(=O)/C=C/c2ccccc2)C1 (centres undefined)	0%
O=C(COc1ccc([N+](=O)[O-])cc1)NNC(=O)C1COc2ccccc2O1 (centres undefined)	-19%
O=C(C=Cc1ccc2c(c1)OCO2)C=Cc1ccc2c(c1)OCO2	23µM*
COc1ccc(NC(=S)N2CCC(C(=O)c3ccc(Cl)cc3)CC2)cc1	11%
Cc1ccc(S(=O)(=O)N2CC=C(N)N2)cc1	-15%
COc1ccc(N2CCN(Cc3nc4c(c(=O)n(C)c(=O)n4C)n3Cc3ccccc3C)CC2)cc1	16µM*
CCCCn1c(N)c(N(C(=O)CSc2nncn2-c2ccccc2)C2CCCC2)c(=O)[nH]c1=O	4%
CCc1nc2ccc(C(=O)NCc3ccccc3OC)cn2c1N(CC)CCOC	16µM*
Cn1c(=O)oc2ccccc2c1=O	-11%
O=C(NCc1cccc(C(F)(F)F)c1)c1csc(COCCO)n1	-6%
N#Cc1ncccc1CCc1cccc(Cl)c1	-9%
CC(=O)NC(Cc1c(F)c(F)c(F)c(F)c1F)C(=O)NCC(N)C(=O)c1ccccc1 (centres undefined)	20µM*
O=C(NC1CCCCC1)C1c2ccccc2OCC(=O)N1C1CC1 (centres undefined)	-21%
O=c1[nH]c(=O)n2c(c1-c1ccccc1)OC(CBr)C2 (centres undefined)	-17%
O=C(NC(c1ccc(F)cc1)c1ccc2ccccc2n1)C1CCN(CCOc2ccc(Cl)cc2)CC1 (centres undefined)	21µM*
C[C@@H]1CN([C@H](C)CO)C(=O)CCCn2nncc2CO[C@@H]1CN(C)C(=O)c1cc(-c2ccccc2)on1	?
C=Cc1ccc(Cn2c(C)c(C(=O)NCc3ccc4c(c3)OCO4)sc2=O)cc1	?
COc1cc2ccc(C=O)cc2cc1OC	14%
O=c1c2ccccc2sc2ccccc12	-21%
O=C(Nc1cccc2c1CCCC2)c1cc(C2CCCCN2C(=O)c2cccs2)on1 (centres undefined)	8.2µM*
O=c1[nH][nH]c2c1C(c1cccc(C(F)(F)F)c1)OC(CCc1ccccc1)C2 (centres undefined)	?
C/C(=N\OCC(=O)OC(C)C(=O)Nc1ccc(C)c(S(=O)(=O)N2CCOCC2)c1)c1ccc2c(c1)OCO2 (centres undefined)	3%
O=C(CCCCC(=O)Sc1ccccc1)Sc1ccccc1	?
CC1(C(=O)NCCc2ccccc2)Cc2c(-c3cccc(C(N)=O)c3)ccnc2O1 (centres undefined)	18µM*
CCCC[C@@H]1CNC(=O)C(=O)N1CCCC	-22%
O=S(OCCN1CCOCC1)C(c1ccccc1)c1ccccc1 (centres undefined)	?
CC(C)(C)c1ccc(C(O)c2ncc(-c3ccc4ccccc4c3)[nH]2)cc1 (centres undefined)	18µM*
O=C(NCc1ccccc1)c1cc(C2CCCN(C(=O)C3CC3)C2)on1 (centres undefined)	-10%
Cc1ccc(S(=O)(=O)N2[C@@H](CO)CO[C@H]2CC(=O)c2ccc(F)cc2)cc1	-8%
C[C@H]1CN([C@@H](C)CO)S(=O)(=O)c2ccc(Br)cc2O[C@H]1CN(C)C(=O)Cc1ccccn1	-23%
CCc1cc(-c2nnn(CCC3COCCO3)c2CC)cc(CC)c1-c1cn(Cc2ccccc2)nn1 (centres undefined)	?
CC(=O)C1(O)C(C)CC2C3CC(F)C4(O)CC(O)CCC4(C)C3CCC21C (centres undefined)	-18%
COc1ccc(C(=O)NC2CC(C)(C)NC(C)(C)C2)cc1S(=O)(=O)N1CCOCC1	-5%
O=C(C=Cc1ccco1)N1CCOCC1	1%
CCc1nc2c(OCc3ccc(F)cc3)cccn2c1N(C)C(=O)CC(C)C	?
COc1cc(-c2coc3c(C(=O)NCc4ccc(N(C)C)cc4)cccc23)ccc1O	?
CCCCN(C)c1c(C)nc2ccc(C(=O)NCc3ccc(OC)cc3)cn12	13µM*
CC[C@@H](C)[C@@H](N)C1=N[C@H](C(=O)N[C@@H](CC(C)C)C(=O)N[C@@H](CCC(=O)O)C(=O)N[C@@H](C(=O)N[C@@H]2CCCCNC(=O)[C@@H](CC(N)=O)NC(=O)[C@@H](CC(=O)O)NC(=O)[C@@H](Cc3cnc[nH]3)NC(=O)[C@@H](Cc3ccccc3)NC(=O)[C@@H]([C@H](C)CC)NC(=O)[C@@H](CCCN)NC2=O)[C@@H](C)CC)CS1	-12%
Nc1ccc(CSc2ccccc2)cc1	-11%
CCC1CN(Cc2cn[nH]c2-c2ccc(F)cc2)Cc2cc(OC)ccc2O1 (centres undefined)	21µM*
COc1ccc(O)c(CN2CCCN(c3nc(C)c4cc(C)c(C)cc4n3)CC2)c1	-14%
CCCCCCn1c(=O)n2n(c1=O)C[C@]1(OC(=O)NCC3CCCCC3)CN(S(=O)(=O)c3ccc(C)cc3)C[C@]1(O)C2	?
COc1ccc2c(c1)CCC2=O	3%
Cn1[nH]cc(C=NC(N)=O)c1=O	-19%
COc1cccc(-c2cnc(C(O)c3ccc(CN4CCCC4)cc3)[nH]2)c1 (centres undefined)	-10%
Cc1ccc2nc3c(cc(C(=O)NCc4ccccc4)c(=N)n3CCCn3ccnc3)c(=O)n2c1	?
COC(=O)C[C@H]1C=C[C@@H](NC(=O)C2CC2)[C@@H](CO)O1	3%
CCc1ccc(C(O)c2ncc(-c3ccccc3C(F)(F)F)[nH]2)cc1 (centres undefined)	?

The list continues:
mol	DT40 TDP1 no CPT
Cc1ccc(C(=O)Nc2c(-c3ccccc3)[nH][nH]c2=O)cc1	15%
Cc1nc2ccc(C(=O)N3c4ccccc4N=C(c4ccc(C(F)(F)F)cc4)C3C(=O)NC(C)(C)C)cc2[nH]1 (centres undefined)	15µM*
CN(CCc1ccccc1)C(=O)c1cccc(NC(=O)Cc2cccc(NC(=O)C3CCCN(C(=O)C4CCCCC4)C3)c2)c1 (centres undefined)	?
COC(=O)C1(NC(=O)CNC(=O)OCc2ccccc2)CCCC1	-18%
CC(C)NC(=O)N(C)C[C@H]1OCCCC[C@H](C)Oc2ccc(NS(=O)(=O)c3ccccc3)cc2C(=O)N([C@H](C)CO)C[C@H]1C	4%
O=S(=O)(Nc1ccc(NS(=O)(=O)c2ccccc2)cc1)c1ccccc1	?
COc1ccc(CN2CCN(S(=O)(=O)c3ccccc3)CC2)c(OC)c1OC	?
Cc1c(N)cc(S(=O)(=O)O)cc1NC(=O)c1cccc([N+](=O)[O-])c1	-27%
Cc1cnc(SCc2ccccn2)nc1C1CCCN(C(=O)c2coc3c2C(=O)CCC3)C1 (centres undefined)	23µM*
Cc1cc(OCCOCC[N+](C)(C)Cc2ccccc2)ccc1C(C)(C)CC(C)(C)C	1.1µM*

(continued)
smiles,DT40 TDP1 no CPT
Cc1ccc(NC(=O)OC(C)N2CCCCC2)cc1NC(=O)OC(C)N1CCCCC1 (centres undefined),?
COC(=O)[C@]12CCCCC=C1N(Cc1ccccc1)C(=O)[C@H](CC(=O)NCC1CCCCC1)C2,?
COc1ccccc1NC(=O)Cc1nc(=O)[nH]c(=O)[nH]1,0%
O=C(Nc1ccccc1)c1cccc(NC(=O)c2ccco2)c1,-28%
Cc1cccc(C)c1-n1nnnc1C1(C)CCC(=O)N1Cc1cccs1 (centres undefined),?
CCOC(=O)C1(C)CCN1C(=O)c1cc2ccccc2s1 (centres undefined),?
Cc1ccc(C(=O)Nc2cccnc2)cc1C,-29%
Cc1ccc(NC(=O)C2(C)CCN2C(C)C)cc1C (centres undefined),?
COc1cc2c(O)cc(C(=O)O)c(-c3cc(OC)c(OC)c(OC)c3)c2cc1OC,0%
CN1CCc2c(sc3c2C(=O)NC(/C=C/c2ccco2)N3)C1 (centres undefined),-25%
Cc1c(C(=O)NCc2ccc(F)cc2)sc(=O)n1Cc1ccc(Cl)c(Cl)c1,?
CCN(CC)C(=O)C1=C(C)N(CCCN2CCCC2=O)C(=O)C(CC(=O)NC(c2ccccc2)c2ccccc2)C1 (centres undefined),-3%
COc1ccc(C(C)(NC(C)=O)c2nc(-c3cc(F)cc(F)c3)cs2)cc1 (centres undefined),21µM*
O=C(Nc1ccc(Cl)cc1)OCCN1CCOCC1,-29%
CC1(C(=O)Nc2ccc3c(c2)OCCO3)CCN1C(=O)c1cccc(F)c1 (centres undefined),-3%
COCCNC(=O)C1(C)CCCN(C(=O)c2ccccc2C(F)(F)F)C1 (centres undefined),1%
c1ccc(OCCNc2nc(NCC3CC3)nc3ccsc23)cc1,4.6µM*
Cc1nc(-c2ccccc2)nc2n[nH]c(N)c12,-4%
COc1ccc(S(=O)(=O)Nc2ccc3c(c2)[C@H]2C[C@H](CC(=O)NCC4CC4)O[C@@H](CO)[C@H]2O3)cc1,?
O=C(NCCN1CCNC1=O)c1ccc2sc([C@H]3C[C@H](O)[C@@H](CO)O3)nc2c1,-11%

Part of the list above, reformatted:
Structure: Cc1ccc(C(=O)Nc2cccnc2)cc1C
  DT40 TDP1 no CPT = -29%

Structure: Cc1ccc(NC(=O)C2(C)CCN2C(C)C)cc1C (centres undefined)
  DT40 TDP1 no CPT = ?

Structure: COc1cc2c(O)cc(C(=O)O)c(-c3cc(OC)c(OC)c(OC)c3)c2cc1OC
  DT40 TDP1 no CPT = 0%

New compounds follow
smiles,DT40 TDP1 no CPT
CCN1C(=O)[C@@H]2[C@@H]3CN(S(=O)(=O)c4ccc(C)cc4)[C@@H](c4ccccc4)[C@@H]3C(=O)C[C@@H]2C1=O,-15%
Cc1nc2ccc(C(=O)N3c4ccccc4N=C(c4ccc5c(c4)OCO5)C3C(=O)NCc3ccccc3)cc2[nH]1 (centres undefined),1.6µM*
CCOC(=O)Cn1nc2oc(=O)c(CCN3CCN(c4ccccc4OC)CC3)c(C)c2c1C,3%
COc1ccccc1S(=O)(=O)Cc1ccc(C(=O)NCCN(C)C)o1,-21%
Cc1ccc(S(=O)(=O)N2[C@H](C(C)C)[C@H]3[C@H]4C(=O)N(c5ccccc5)C(=O)[C@H]4CC(=O)[C@H]3[C@@H]2c2ccccc2)cc1,-20%
O=C1NC[C@H](CC2CCCCC2)N(CCc2cc(C(F)(F)F)cc(C(F)(F)F)c2)C1=O,?
N#CC(=Cc1ccccn1)c1nc(-c2ccc(Cl)cc2)cs1,?
COc1ccc([C@H]2C[C@H](n3cc(C4CC4)nn3)[C@@H](O)CN2C(=O)C2CCCCC2)cc1,3%
Cc1ccc(C)c(S(=O)(=O)N2CCCC2CNC(=O)C(=O)Nc2ccccc2)c1 (centres undefined),?
COc1cc(-c2cnc3c(NC=O)cc(-c4cccc(C(F)(F)F)c4)cn23)cc(OC)c1OC,5.2µM*
O=C(OCc1cn([C@H]2C[C@H](c3ccc(Cl)cc3)N(Cc3cccs3)C[C@@H]2O)nn1)c1ccccc1,?
CCCNC(=O)C1(C)CCCN(Cc2cc(-c3ccccc3)n(C)n2)C1 (centres undefined),?
Cc1onc(-c2ccccc2)c1C(=O)NCCN1Cc2ccccc2OC(c2ccsc2)C1 (centres undefined),15µM*
CC(=O)C1=CCC(c2ccc(C)o2)N(S(=O)(=O)c2ccc(C)cc2)C1 (centres undefined),18µM*
O=C(NCc1ccccn1)[C@@H]1CCCN1C(=O)[C@@H]1CCCN1C(=O)c1cccs1,-21%
CCOC(=O)/C=C/c1ccc2c(c1)S(=O)(=O)N(C1CCCC1)[C@H]2CC(=O)OCC,?
COc1ccc(NC(=O)C(c2ccc(C(F)(F)F)cc2)n2c(=O)c(-c3cc4ccccc4[nH]3)nc3ccccc32)cc1 (centres undefined),?
O=C(NCc1ccc(Cl)c(Cl)c1)c1cc(C2CCCCN2C(=O)c2ccccc2)on1 (centres undefined),13µM*
CCOC(=O)[C@]12CCCC=C1N(Cc1ccc3c(c1)OCO3)C(=O)[C@H](CC(=O)N1CCSCC1)C2,-29%
COc1cc(=O)n2c(c1C(=O)N(C)Cc1nonc1C)CCN(Cc1ccc(F)cc1)CC2,-15%
COc1ccc(CCNC(=O)CC(=O)N/N=C\c2ccc(OCC(N)=O)cc2)cc1OC,-3%
CC1(C(=O)NS(=O)(=O)c2ccccc2)CCN1C(=O)CC1CCCC1 (centres undefined),-7%
COc1cccc(C(C(=O)NC2CCCC2)N2CCN(c3cc(C)ccc3C)CC2)c1OC (centres undefined),21µM*
CCOC(=O)C1(C)CCCN(C(=O)c2cccnc2SC)C1 (centres undefined),-1%
COc1ccc(C(O)c2nc(/C=C/c3ccc(C(F)(F)F)cc3)cs2)cc1 (centres undefined),?
O=C1C2CC3N1CCC31c3ccccc3-n3c1c2ccc3=O (centres undefined),?

4 entries from above, with each value named:
O=C1C2CC3N1CCC31c3ccccc3-n3c1c2ccc3=O (centres undefined)
  DT40 TDP1 no CPT: ?
COc1ccc(CCNC(=O)CC(=O)N/N=C\c2ccc(OCC(N)=O)cc2)cc1OC
  DT40 TDP1 no CPT: -3%
CCOC(=O)C1(C)CCCN(C(=O)c2cccnc2SC)C1 (centres undefined)
  DT40 TDP1 no CPT: -1%
COc1ccc(C(O)c2nc(/C=C/c3ccc(C(F)(F)F)cc3)cs2)cc1 (centres undefined)
  DT40 TDP1 no CPT: ?
